Insulin prom up = MIN6 insulin promoter up-regulation; MIN6 insulin promoter-GFP reporter, high-content imaging; hits give high values; z-score at 5 µM; 190,000 compounds, 0.3% hits;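 active means z-score above 3 at 5 µM with at least 500 cells counted in the well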
human PMI inhibitors = MPI inhibition at elevated mannose 6-phosphate – biochemical, fluorescence intensity, high mannose 6-phosphate, primary screen (AID 1220) | 190,000 compounds, 0.66% hits | one-dose inhibition, % at 20 µM; IC50 in µM for titrated hits | recombinant PMI enzyme, coupled fluorescence intensity; higher % means a stronger effect
MT stabilizer = microtubule stabilization, imaging screen. % tubulin-high responders, % at 10 µM. HeLa tubulin immunostaining HCS, 24 h; share of cells brighter than vehicle mean+2SD. 200,000 compounds, 0.83% hits;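 active means plate Z-score above 3 for both tubulin-high and condensed-nucleus cell shares, with cell loss under 80%, at 10 µM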;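 further: anti alpha tubulin signal scored within the nucleus-defined area of each cell; some results filed as inactive read as strong as hits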
Dynein transport = dynein cargo transport inhibition | 3617.4 mouse cells, GR-EGFP nuclear translocation imaging; test concentration mostly 20 µM; stimulated with dexamethasone, 1 µM; hits give low values | z-score, hits read low | 220,000 compounds, 0.47% hits;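 active means plate z-score of nuclear minus cytoplasmic receptor signal below a set negative limit, without overly bright fluorescence or cell loss, cut at about -3.5 in these data, passing the limit was not always enough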;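 further: z-score of nuclear minus cytoplasmic ring GR-EGFP intensity difference per well; some compounds called inactive have numbers as strong as hits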
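Buffer or medium: tetracycline-free induction medium containing charcoal-stripped FBS / Reagent: dexamethasone agonist, 1.0 µM final, for 30 min / Technique: automated 10x imaging of fixed Hoechst-stained cells / Times: induction 48 h, compound 1 h, agonist 30 min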
Yfh1-off respiration = enhancers of respiration in Yfh1-depleted yeast, dose response, Friedreich's ataxia, plus single-dose screen (AID 1465); S. cerevisiae Yfh1-off respiration, WST-1 reduction, 72 h; higher fold induction means a stronger effect; fold induction at 50 µM; hits with a dose series show EC50 in µM; 220,000 compounds, 0.074% hits;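 active means fold induction of absorbance versus untreated yeast above a set limit, then at least 30% activation at any dose in follow-up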;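 further: activators that raise dye reduction in frataxin-depleted yeast; strong numbers were not always called active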
WT yeast gro inh = growth inhibition of WT yeast, mitochondrial fusion screen | mitochondrial fusion phenotypic screen, WT strain | inhibition, % at 10 µM | 190,000 compounds, 2.1% hits | AID 1362; in the data active means inhibition above about 58%; tested in S. cerevisiae
Autophagy HCS = modulators of autophagy; MEF GFP-LC3 puncta imaging; test concentration mostly 10 µM; calls only at 10 µM (by protocol); 190,000 compounds, 0.98% hits;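 active means percentage of spot-positive cells more than 3 SD above its plate mean, without a fluorescence outlier flag or 80% toxicity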;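 further: spot-positive cell cutoff set from DMSO-treated cells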
b-catenin transl = modulators of beta-catenin nuclear translocation; HeLa beta-catenin nuclear translocation, immunofluorescence imaging; nuclear translocation activity, % at 5 µM; 190,000 compounds, 0.3% hits;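 active means nuclear translocation activity above 50% at 5 µM, with a well cell count of 50 or more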;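 further: per-cell ratio of nuclear to cytoplasmic median beta-catenin stain intensity; plate controls were DMSO negative control for no effect and GSK-3 inhibitor IX positive control for full effect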
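Read-out: Nuclear/cytoplasmic beta-catenin signal ratio, % activation | Assay system: Human HeLa cell line | Times: 24 h compound exposure at 37°C, 5% CO2 | Signal: Fluorescence imaging of beta-catenin antibody stain plus DAPI | Dosing: 5 µM primary, 0.02–20 µM confirmation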
human PMI inhibition = inhibitors of human PMI, primary screen, biochemical, fluorescence intensity, coupled assay (AID 1209); purified PMI enzyme, coupled fluorescence intensity; higher % means a stronger effect; one-dose inhibition, % at 20 µM; IC50 in µM for titrated hits; 190,000 compounds, 0.42% hits;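 further: plate controls were DMSO vehicle for no effect and wells lacking substrate for full effect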
WT yeast gro inh mutant strain = recorded beside WT yeast gro inh, whose call it bears; inhibition, %; mitochondrial fusion phenotypic screen, mutant strain inhibition
Dynein transport cytoplasmic EGFP = recorded beside Dynein transport, whose call it bears; z-score; measured here: cytoplasmic GR-EGFP intensity; hits give high values
Dynein transport nuclear GR-EGFP = further read-out of Dynein transport, marked with its call; z-score; measured here: nuclear GR-EGFP intensity;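 lower value marks the stronger effect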
Dynein transport cell count = recorded beside Dynein transport, whose call it bears; z-score; measured here: cell count per field
Insulin prom up cell count = second read-out of Insulin prom up, no call of its own (marks repeat the call); cell count; measured here: cytotoxicity, nuclei count;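 total cells summed across four imaged fields per well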
b-catenin transl cell count 5 µM = further read-out of b-catenin transl, marked with its call; cell count; measured here: cell count, cytotoxicity flag
MT stabilizer Hoechst-high % = further read-out of MT stabilizer, marked with its call; % Hoechst-high responders; measured here: nuclear condensation Hoechst responders;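 share of cells brighter than vehicle mean plus two SD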
MT stabilizer cytotoxicity % = also measured in MT stabilizer; calls as there; toxicity, %; measured here: cytotoxicity by cell density;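 0% = mean cell density of plate MIN control wells and 100% = no cells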
Autophagy HCS cell loss 18 h = further read-out of Autophagy HCS, marked with its call; toxicity, %; measured here: cell loss, nuclei count;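 cell loss after 18 h compound exposure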
Numbers without * were called inactive; i = inactive; nt = not tested or not shown. Unless noted, no stated cut-off is given here; in the data, active means inhibition above about 50%; inactive means the rest.

canonical_smiles	Insulin prom up	Insulin prom up cell count	human PMI inhibitors	MT stabilizer	MT stabilizer Hoechst-high %	MT stabilizer cytotoxicity %	Dynein transport	Dynein transport cytoplasmic EGFP	Dynein transport nuclear GR-EGFP	Dynein transport cell count	Yfh1-off respiration	WT yeast gro inh	WT yeast gro inh mutant strain	Autophagy HCS	Autophagy HCS cell loss 18 h	b-catenin transl	b-catenin transl cell count 5 µM	human PMI inhibition
COc1ccc(CCNC(=O)Cn2nnc(-c3ccccc3F)n2)cc1OC	0.9	981	-6%	1.7	1.4	3.4	0.49	-0.21	0.5	0.62	i	-5	-7	i	-19	nt	nt	-2%
O=[N+]([O-])c1ccc(C(=S)N2CCCC2)cc1	0.58	1627	-1%	4.5	1.6	0.8	0.5	-0.29	0.93	-0.83	i	-6	22	i	17	-1.1	908	-5%
Cn1cnnc1SCCOc1ccc(Cl)cc1	0.01	1623	-2%	1.9	1.5	6.1	0.093	-0.19	0.098	0.76	i	-1	-8	i	0	1.4	870	-5%
Cc1c(/C=N\NC(=O)C2COc3ccc(C(C)(C)C)cc3O2)c2ccccc2n1C (stereo unspecified)	0.07	1385	10%	3.2	2.4	6.2	-0.55	-0.26	-0.084	-0.19	i	29	16	i	-10	1.0	1078	18%
Cc1c(NC(=O)CSc2ccccc2F)c(=O)n(-c2ccccc2)n1C	-0.03	1240	-2%	3.7	2.7	18	0.62	-0.34	0.56	-0.049	i	-1	9	i	-3	-3.4	1120	nt
COc1ccc2ccccc2c1C(O)c1nccn1C (stereo unspecified)	-0.42	1136	65%*	4.6	2.9	8.4	0.96	0.31	0.74	-0.96	i	-3	-26	i	6	-6.1	972	31%
O=C(Cc1ccccc1)NNC1=NS(=O)(=O)c2ccccc21	0.02	1429	-23%	2.4	1.9	3.4	0.024	-0.34	0.53	0.64	i	-10	-8	i	20	2.2	955	-8%
COc1ccc(-c2ccnc3nc(N4CCOCC4)nn23)cc1	nt	nt	-20%	3.9	1.3	7.4	0.83	-0.23	-0.47	-0.086	i	-41	-7	i	-1	nt	nt	-12%
COc1ccc(S(=O)(=O)N(C)C)cc1NC(C)C(=O)Nc1cccc(C#N)c1 (stereo unspecified)	-0.4	1571	11%	2.1	2.6	0.3	-0.45	-0.21	-0.36	-0.15	i	-1	-27	i	-17	-2.6	1059	9%
CCc1ccc(Nc2nnc(SCC(=O)N(C)C3CCS(=O)(=O)C3)s2)cc1 (stereo unspecified)	0.08	1354	nt	nt	nt	nt	1.7	-0.22	0.72	-0.33	i	nt	nt	nt	nt	0.7	1302	nt
c1ccc(CSc2nnc(SCc3ccccn3)s2)nc1	0.49	1542	11%	2.6	5.4	6.7	-0.16	0.47	0.053	1	i	-12	-22	i	-7	3.5	1347	12%
COc1ccc(Nc2nc(N3CCCCC3)nc3ccccc23)c(OC)c1	nt	nt	-5%	3.1	2.1	4.7	-1.2	-0.23	-0.36	1.2	i	42	17	i	2	nt	nt	-4%
CCCCCOC(=O)C1[C@H]2C(=O)N(Cc3cccs3)C[C@]23C=C[C@H]1O3 (stereo partly specified)	-0.14	1107	-1%	2.6	0.6	2.1	0.017	-0.21	0.63	-0.38	i	7	-3	i	19	2.4	1127	1%
COc1ccc(-n2ncc3c(=O)n(Cc4c(F)cccc4Cl)cnc32)cc1	-0.08	1589	-1%	2.1	1.6	4.5	-0.46	-0.25	-0.048	1.2	i	-10	-5	i	22	-0.2	884	2%
COc1cccc(C2C(C(=O)OC(C)C)=C(C)Nc3ncnn32)c1 (stereo unspecified)	0.47	1524	3%	2.1	1.4	3.0	-0.26	-0.19	-0.0073	0.093	i	2	31	i	-13	-3.4	926	7%

Remaining list, next part.
canonical_smiles	Insulin prom up	Insulin prom up cell count	human PMI inhibitors	MT stabilizer	MT stabilizer Hoechst-high %	MT stabilizer cytotoxicity %	Dynein transport	Dynein transport cytoplasmic EGFP	Dynein transport nuclear GR-EGFP	Dynein transport cell count	Yfh1-off respiration	WT yeast gro inh	WT yeast gro inh mutant strain	Autophagy HCS	Autophagy HCS cell loss 18 h	b-catenin transl	b-catenin transl cell count 5 µM	human PMI inhibition
CN(C)S(=O)(=O)c1ccc(NC(=O)N2CCN(c3ccccc3Cl)CC2)cc1	-0.01	1925	12%	1.0	1.6	5.5	-0.27	-0.24	-0.67	0.79	i	2	2	i	0	-0.3	1073	12%
COc1ccc(/C=C/c2nnc(NC(C)=O)s2)cc1	-0.17	1121	nt	nt	nt	nt	-0.45	-0.27	0.35	0.26	i	nt	nt	nt	nt	-1.7	1361	nt
Cc1cc(N2CCN(Cc3ccccc3)CC2)n2nc(C)c(-c3ccccc3)c2n1	0.62	845	1%	2.0	1.5	5.6	i	nt	nt	-4.9	i	25	8	i	1	0.4	1010	6%
Cc1cnc(C(=O)Nc2nc(-c3ccccc3)cs2)cn1	0.01	1459	-4%	3.8	3.6	7.5	-0.4	-0.23	-0.38	-0.06	i	-8	17	i	-7	-1.4	1069	8%
Cc1cc(NC(=O)C23CCC(C)(C(=O)O2)C3(C)C)no1 (stereo unspecified)	0.23	1791	10%	2.3	1.9	5.2	0.88	-0.13	0.77	-0.66	i	41	23	i	-2	-1.8	1132	11%
Cc1ccc(N(C(=O)c2ccc(S(=O)(=O)N(C)C)cc2)C2C=CS(=O)(=O)C2)cc1 (stereo unspecified)	nt	nt	-2%	3.4	1.8	11	1.2	-0.16	0.83	-0.69	i	1	11	i	12	0.6	1050	-9%
NC(=O)Cn1c2[n+](c3ccccc31)CC(O)CS2 (stereo unspecified)	nt	nt	-8%	1.3	1.5	4.1	-1.9	-0.32	-0.81	0.79	i	11	-24	i	0	nt	nt	-12%
Cc1ccc(C)c(-n2c3nc(=O)[nH]c(=O)c-3cc3cc([N+](=O)[O-])ccc32)c1	nt	nt	48%	6.9	35	34	-1.7	-0.16	-0.58	0.37	i	-15	20	i	12	93*	371*	40%
CCNc1ccc(S(=O)(=O)N(C)C)cc1NCC(=O)Nc1ccc(Br)cc1F	-0.99	837	9%	3.2	2.7	4.1	0.27	-0.34	-0.29	0.23	i	-5	3	i	-1	0.8	957	19%
COc1ccc(Nc2oc(COc3ccccc3OC)nc2C#N)cc1	-0.46	1291	8%	2.0	1.6	4.7	1.3	-0.27	0.31	-0.72	i	-3	-22	i	6	-1.3	1077	-1%
O=C(N/N=C/c1c[nH]c2ccc(Br)cc12)C1CC1	-1.6	1342	nt	nt	nt	nt	-0.13	-0.25	-0.32	-0.077	i	nt	nt	nt	nt	-0.3	1340	nt
O=S1(=O)CC(O)C(NCc2ccco2)C1 (stereo unspecified)	-0.18	934	-7%	2.4	2.3	9.2	-0.4	-0.22	-0.042	0.27	i	-19	-14	i	-9	-7.5	1227	0%
CCN1C(=O)c2cccc3c(NC(=O)C4CCCCC4)ccc1c23	-1.1	901	10%	3.5	2.1	14	0.24	-0.28	0.66	-0.25	i	4	13	i	11	-0.8	1159	-1%
CCn1c2ccccc2c2cc(NC(=O)c3ccccc3-c3ccccc3C(=O)O)ccc21	0.2	1122	nt	nt	nt	nt	0.1	-0.27	-0.36	0.51	i	nt	nt	nt	nt	-0.9	1361	nt
COc1ccc(S(=O)(=O)N2CCCCC2)cc1	0.03	1565	-3%	2.7	2.6	5.9	-0.97	-0.22	0.32	0.91	i	-9	15	i	22	-3.2	981	2%

In the list so far, 10 have an aryl methoxy group.
canonical_smiles	Insulin prom up	Insulin prom up cell count	human PMI inhibitors	MT stabilizer	MT stabilizer Hoechst-high %	MT stabilizer cytotoxicity %	Dynein transport	Dynein transport cytoplasmic EGFP	Dynein transport nuclear GR-EGFP	Dynein transport cell count	Yfh1-off respiration	WT yeast gro inh	WT yeast gro inh mutant strain	Autophagy HCS	Autophagy HCS cell loss 18 h	b-catenin transl	b-catenin transl cell count 5 µM	human PMI inhibition
COc1ccc(CCNC(=O)Cn2nnc(-c3ccccc3F)n2)cc1OC	0.9	981	-6%	1.7	1.4	3.4	0.49	-0.21	0.5	0.62	i	-5	-7	i	-19	nt	nt	-2%
COc1ccc2ccccc2c1C(O)c1nccn1C (stereo unspecified)	-0.42	1136	65%*	4.6	2.9	8.4	0.96	0.31	0.74	-0.96	i	-3	-26	i	6	-6.1	972	31%
COc1ccc(-c2ccnc3nc(N4CCOCC4)nn23)cc1	nt	nt	-20%	3.9	1.3	7.4	0.83	-0.23	-0.47	-0.086	i	-41	-7	i	-1	nt	nt	-12%
COc1ccc(S(=O)(=O)N(C)C)cc1NC(C)C(=O)Nc1cccc(C#N)c1 (stereo unspecified)	-0.4	1571	11%	2.1	2.6	0.3	-0.45	-0.21	-0.36	-0.15	i	-1	-27	i	-17	-2.6	1059	9%
COc1ccc(Nc2nc(N3CCCCC3)nc3ccccc23)c(OC)c1	nt	nt	-5%	3.1	2.1	4.7	-1.2	-0.23	-0.36	1.2	i	42	17	i	2	nt	nt	-4%
COc1ccc(-n2ncc3c(=O)n(Cc4c(F)cccc4Cl)cnc32)cc1	-0.08	1589	-1%	2.1	1.6	4.5	-0.46	-0.25	-0.048	1.2	i	-10	-5	i	22	-0.2	884	2%
COc1cccc(C2C(C(=O)OC(C)C)=C(C)Nc3ncnn32)c1 (stereo unspecified)	0.47	1524	3%	2.1	1.4	3.0	-0.26	-0.19	-0.0073	0.093	i	2	31	i	-13	-3.4	926	7%
COc1ccc(/C=C/c2nnc(NC(C)=O)s2)cc1	-0.17	1121	nt	nt	nt	nt	-0.45	-0.27	0.35	0.26	i	nt	nt	nt	nt	-1.7	1361	nt
COc1ccc(Nc2oc(COc3ccccc3OC)nc2C#N)cc1	-0.46	1291	8%	2.0	1.6	4.7	1.3	-0.27	0.31	-0.72	i	-3	-22	i	6	-1.3	1077	-1%
COc1ccc(S(=O)(=O)N2CCCCC2)cc1	0.03	1565	-3%	2.7	2.6	5.9	-0.97	-0.22	0.32	0.91	i	-9	15	i	22	-3.2	981	2%
